# High-throughput results: PubChem, several laboratories
# STAT3 act: increases IL-6 driven STAT3 reporter signal. U3A cells, IL-6 STAT3-luciferase reporter, luminescence; 100% = signal with IL-6 EC80 alone. activation (% of control), % at 5.6 µM. 0.91% of 190,000 active. AID 871;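 active means activation above the screen-wide mean of compound activation plus 3 SD, cut at about 130% in these data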;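 further: 0% = background luminescence of wells with medium and substrate only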
#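 Material: STAT3-luciferase reporter U3A cells; Probe or stimulus: IL-6 (33 ng/mL); Incubation: compound pre-incubation 1 h before IL-6, then 6 h stimulation at 37 °C; Technique: luminescence from STAT3-driven luciferase reporter; Evaluation: % activation versus median of IL-6-stimulated wells; Controls: IL-6-only high control.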
# STAT3 blocker: STAT3 signaling inhibition; inhibition, % at 5.5 µM; U3A cells, IL-6 STAT3-luciferase reporter, luminescence; host cell line lacks STAT1; 0.89% of 190,000 active;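 active means inhibition above the mean inhibition across all screened compounds plus 3 SD, cut at about 44% in these data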;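 further: 0% = DMSO only wells and 100% = 100 µM nifuroxazide control wells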
# G6PDH counter: counter-screen for G6PDH assay hits: L. mesenteroides G6PDH inhibition; Purified L. mesenteroides G6PDH, diaphorase/resazurin coupled fluorescence, 45 min; inhibition, % at 5 µM; 0.12% of 200,000 active; AID 1020; in the data active means inhibition above about 50%
# STAT1 inh: STAT1 signaling inhibition; NIH 3T3 STAT1-luciferase reporter, IFN-gamma, luminescence; inhibition, % at 5.5 µM; 0.35% of 200,000 active;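 active means inhibition above a set limit, the mean inhibition across all tested compounds plus 3 SD, cut at about 34% in these data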;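 further: 0% = IFN-gamma with DMSO and 100% = IFN-gamma with 300 µM nifuroxazide; values of inactives mirror those of a sister screen read the other way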
# Diaph inh CS: counter-screen for diaphorase-based assays: diaphorase inhibitors and chemical oxidizers; diaphorase resazurin-to-resorufin fluorescence, NADH, 16 min; bacterial (C. kluyveri) enzyme, not human; inhibition, % at 20 µM; 0.69% of 190,000 active; AID 1217;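 active means primary screen inhibition at 20 µM above a set limit, cut at about 50% in these data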;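 further: plate controls were DMSO with full reaction for no effect and wells lacking NADH for full effect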
#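 Assay system: diaphorase enzyme from Clostridium kluyveri; Input: enzyme working solution with 0.14 U/mL diaphorase; Timing: 16 min at room temperature; Technique: resorufin fluorescence, excitation 544 nm, emission 590 nm; Benchmarks: positive control minus NADH, DMSO neutral control.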
# APP transl inh: APP translation inhibition. inhibition, % at 2 µM. SH-SY5Y APP 5'UTR-luciferase reporter, luminescence. 0.82% of 190,000 active;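 active means inhibition above a set limit, derived from the sample mean plus 3 SD, cut at about 45% in these data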; further: values of inactives mirror those of a sister screen read the other way
# STAT1 activator: increases IFN-gamma driven STAT1 reporter signal. NIH 3T3 STAT1-luciferase reporter, luminescence; 100% = IFN-gamma alone, no compound. activation (% of control), % at 5.5 µM. 2.6% of 200,000 active;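 active means activation above the screen-wide mean activation plus 3 SD, cut at about 130% in these data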;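 further: raw ratio to IFN-gamma control signal so 100% means no change and 0% no light; values of inactives mirror those of a sister screen read the other way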
# Hsp70 activator: switches on Hsp70 transcription. HeLa Hsp70 promoter luciferase reporter, luminescence; scaled: vehicle 0, proteasome-inhibitor control 100%. activation, % at 10 µM. 0.04% of 200,000 active. AID 1203;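 active means activation above the mean across all tested compounds plus 3 SD, cutoff set per campaign, cut at about 5.5% in these data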;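 further: 100% = MG132 at 30 µM as the positive control and 0% = DMSO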
# TLR4-MyD88 BLA: TLR4-MyD88 interaction inhibition in cells | O00206+Q99836 | HeLa CL3-4 TLR4/MyD88 BLA complementation, FRET ratio | inhibition, % at 8.4 µM | 0.18% of 200,000 active; in the data active means inhibition above about 25%;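 further: 0% = vehicle and 100% = reference inhibitor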
# Target sequence (O00206 whole entry, looked up): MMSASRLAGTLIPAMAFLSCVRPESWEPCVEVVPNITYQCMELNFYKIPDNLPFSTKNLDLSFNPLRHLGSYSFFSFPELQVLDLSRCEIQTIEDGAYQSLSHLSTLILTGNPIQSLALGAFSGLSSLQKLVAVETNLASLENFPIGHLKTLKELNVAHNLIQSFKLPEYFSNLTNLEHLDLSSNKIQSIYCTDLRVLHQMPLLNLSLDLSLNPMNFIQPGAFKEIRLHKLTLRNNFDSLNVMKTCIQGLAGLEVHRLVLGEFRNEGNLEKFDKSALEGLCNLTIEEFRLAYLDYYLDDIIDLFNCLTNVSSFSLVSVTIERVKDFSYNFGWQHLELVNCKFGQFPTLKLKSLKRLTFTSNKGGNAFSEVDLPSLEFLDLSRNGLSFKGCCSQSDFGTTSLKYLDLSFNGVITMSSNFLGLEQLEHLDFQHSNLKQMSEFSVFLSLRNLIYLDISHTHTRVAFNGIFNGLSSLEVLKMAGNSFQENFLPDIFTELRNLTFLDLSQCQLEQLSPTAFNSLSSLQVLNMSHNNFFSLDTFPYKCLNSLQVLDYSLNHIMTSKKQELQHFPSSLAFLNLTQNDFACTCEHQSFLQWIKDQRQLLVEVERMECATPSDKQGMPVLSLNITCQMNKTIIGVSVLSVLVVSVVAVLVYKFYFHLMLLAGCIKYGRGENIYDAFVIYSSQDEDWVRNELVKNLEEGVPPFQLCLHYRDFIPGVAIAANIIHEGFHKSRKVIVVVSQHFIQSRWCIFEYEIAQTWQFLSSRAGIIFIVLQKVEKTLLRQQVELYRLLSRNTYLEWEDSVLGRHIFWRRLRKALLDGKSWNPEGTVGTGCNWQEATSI
# Target sequence (Q99836 whole entry, looked up): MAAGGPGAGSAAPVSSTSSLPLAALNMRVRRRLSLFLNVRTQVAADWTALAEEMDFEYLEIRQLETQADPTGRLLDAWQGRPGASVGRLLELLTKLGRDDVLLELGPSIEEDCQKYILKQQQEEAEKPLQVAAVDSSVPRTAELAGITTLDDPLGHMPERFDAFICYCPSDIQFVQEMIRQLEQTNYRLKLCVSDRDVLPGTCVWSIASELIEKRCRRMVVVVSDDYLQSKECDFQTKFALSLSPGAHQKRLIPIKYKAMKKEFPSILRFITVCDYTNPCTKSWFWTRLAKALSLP
# Diaphorase act: counter-screen for diaphorase-based assays: diaphorase activators and chemical reducers; Diaphorase/resazurin coupled assay, resorufin fluorescence, 16 min; hits give high values; 1 = vehicle wells, 0 = NADH-free wells; activation factor at 20 µM; 0.005% of 190,000 active; AID 1229;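 active means diaphorase activity raised at least twofold by the compound at 20 µM; inactive means activation factor below 2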
#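 Measured by – red resorufin fluorescence at 544/590 nm excitation/emission · Test system – Clostridium kluyveri diaphorase, purified enzyme · Incubation – reaction time 16 min, room temperature · Buffer or medium – 50 mM HEPES pH 7.4 with 4.542 mM MgCl2, 0.005% Tween 20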
# Numbers without * were called inactive; nt = not tested or not shown. Rows were taken by chance (roughly 6.1% active in at least one column).
mol	STAT3 act	STAT3 blocker	G6PDH counter	STAT1 inh	Diaph inh CS	APP transl inh	STAT1 activator	Hsp70 activator	TLR4-MyD88 BLA	Diaphorase act
CCOc1cccc(C2C(C#N)=C(N)Oc3cc(C)n(Cc4ccccn4)c(=O)c32)c1OCC (configuration not stated)	101	9	-2	-1	7	-1	101	-0.3	3	0.9
COCCNC(=O)c1c[nH]c2cc(OC)c(OC)cc2c1=O	102	3	-1	-4	12	-10	104	-0.1	8	0.9
Nn1cnnc1N/N=C/c1cc(Br)cc(Br)c1O	104	5	32	-8	50*	16	112	0.0	2	0.5
O=C(Nc1cccc(S(=O)(=O)N2CCCCC2)c1)c1c2c(nc3ccccc13)CCN(Cc1ccccc1)C2	107	-6	9	6	26	1	94	0.0	-6	0.7
Cc1cc(C)nc(SCCC(=O)N2CCOCC2)n1	104	-1	-2	-5	5	7	105	-0.4	7	0.9
Cc1c(N/C=C(\Cl)C(=O)C(F)(F)F)c(=O)n(-c2ccccc2)n1C	95	8	7	-1	30	-5	100	1.9	-2	0.7
CC(=O)c1c(C)nn(C(=O)c2cccs2)c1C	106	2	4	-4	0	0	104	-0.2	3	1
COc1ccc(NC(=S)NC(=O)/C=C/c2cccs2)cc1	97	6	-3	-4	0	-18	103	-0.1	13	1
Cc1c(C#N)c2ccccc2n1CC(=O)NCC1CCCO1 (configuration not stated)	104	0	1	16	19	-6	86	-0.3	22	0.8
COC(=O)c1c(NC(=O)CN2CCN(c3ccccc3)CC2)c2c(C)cccc2n1C	106	-4	8	0	16	-10	100	-0.4	3	0.8
Cc1cc(C(=O)Nc2ccc(S(=O)(=O)Nc3onc(C)c3C)cc2)c(C)o1	110	-11	-4	-7	10	-11	106	-0.6	6	0.9
O=S(=O)(c1ccc2ccccc2c1)N1CCN(C(=S)Nc2ccc(F)c(Cl)c2)CC1	89	12	-4	0	9	-16	100	-0.3	2	0.9
O=c1cc(NS(=O)(=O)c2ccccc2)nc(SCc2c(Cl)cccc2Cl)[nH]1	97	2	-10	5	27	-17	95	-0.1	7	0.7
COc1cc(/C=C2\SC(=Nc3ccc(F)cc3)N(c3ccc(F)cc3)C2=O)ccc1OCC(=O)O	100	2	4	6	11	5	94	-0.3	-2	0.9
Cc1ccc(-n2c(=O)[nH]c3c(C(N)=O)nc(-c4ccc(C)o4)nc32)cc1	100	3	-4	-5	16	19	104	-0.3	-7	0.8
CCOC(=O)c1nnn(-c2nc(N(C)C)nc(N(C)C)n2)c1C	78	31	-2	-2	5	-17	100	0.1	12	1
COCc1nnc(N)s1	104	4	-1	3	5	-51	97	-0.1	-1	0.9
N#Cc1ccccc1NC(=O)CC1CCCCC1	104	2	6	-1	16	-4	101	0.2	0	0.8
O=C(Cn1c2ccccc2c(=O)c2ccccc21)Nc1ccccc1F	102	3	7	-3	3	3	103	-0.4	-17	1
CN1CCN(NC(=O)c2cccc3ccccc23)CC1	91	12	2	-2	13	0	101	-0.3	1	0.9
CCCc1nc2sc3c(=O)n(N)cnc3c2c2c1CCCC2	99	-1	-1	1	13	2	99	-0.4	-19	0.9
COc1ccccc1C(=O)NCc1ccncc1	102	0	1	-11	18	3	110	-0.1	2	0.8
O=C(Nc1ccc(Cl)cc1C(=O)N1CCOCC1)c1cccc([N+](=O)[O-])c1	105	-8	-3	-8	9	-9	107	0.0	4	0.9
Cc1cc(Nc2c(C)n(C)n(-c3ccccc3)c2=O)c2ccccc2n1	96	8	8	-2	2	0	102	-0.4	7	1
CCOc1ccc(-c2nc(=S)[nH][nH]2)cc1	104	0	-5	-14	9	-10	113	-0.2	5	0.9
CCCCCc1nc2ccccc2c(=O)n1NC(=O)c1c(O)c2cccc3c2n(c1=O)CCC3	102	1	nt	-2	nt	9	100	-0.2	6	nt
O=c1[nH]c(CSc2ccccn2)nc2c1cnn2-c1ccccc1	102	0	0	-13	8	-22	111	-0.1	-8	0.9
CC(C)(C)C1CCc2c(sc3nc(SCC(N)=O)nc(N)c23)C1 (configuration not stated)	106	-6	5	-31	38	-52	123	0.9	-2	0.6
CCN(CC)C(=O)Cn1c(=O)n(C)c2ccccc21	97	3	-4	-4	6	-3	109	0.2	-5	0.9
Cc1[nH]c2ccccc2c1C(=O)/C=C/c1ccccc1	99	8	6	-27	18	-93	124	0.6	-11	0.8
c1ccc(-c2cc3nccc(-c4ccccn4)n3n2)cc1	108	-3	-7	-67	15	-100	160*	-0.2	-2	0.8
Cc1cc(OCCOCCN(C)CCO)cc(C)c1Cl	92	10	2	1	2	6	99	-0.1	-11	1
O=C1NCCN(Cc2c(F)cccc2Cl)C1CC(=O)N1CCCO1 (configuration not stated)	107	-4	12	-4	45	2	102	-0.2	-4	0.6
COc1ccccc1-n1c(-c2ccc(NS(C)(=O)=O)cc2)n[nH]c1=S	99	1	-5	2	14	-7	98	-0.3	-2	0.9
Cc1cc(S(=O)(=O)NCC(C)C)ccc1OCC(=O)N1CCOCC1	100	5	-6	-4	11	0	104	0.5	8	0.9
CC(C)(C)c1ccc(-c2cc(N)n[nH]2)cc1	77	35	6	18	16	61*	84	-0.5	-8	0.8
COc1ccc(NC(=O)C23CC4CC(C2)CC(c2ccc(C)cc2)(C4)C3)cc1	110	-8	2	-1	12	-9	101	-0.6	6	0.9
O=C(COc1ncnc2sccc12)N1CCc2ccccc2C1	100	7	0	-7	10	0	106	-0.1	1	0.9
COCCCNCC(O)COc1ccccc1F (configuration not stated)	106	3	5	-2	0	-18	100	0.1	4	1
C/C(=C\c1ccco1)C1C(C#N)=C(N)OC2=C1C(=O)CC(C)(C)C2 (configuration not stated)	99	5	-15	-3	17	-25	103	-0.4	8	0.8
Cc1ccc(/C=N/n2c(=O)c(C(C)(C)C)nn3cnnc23)cc1	85	13	7	-2	1	-16	101	-0.4	-7	1
CCOC(=O)c1ccc(NC(=S)N2CCCC2c2ccc(OC)c(OC)c2)cc1 (configuration not stated)	91	16	3	2	11	10	97	-0.1	-7	0.9
CCSc1nnc(NC(=O)[C@@H](NC(=O)c2ccccc2F)C(C)C)s1	101	0	4	-4	12	5	103	0.6	-8	0.9
Cc1cccc(-n2cnc(C(=O)NNC(=S)Nc3ccc(Cl)cc3)c2)n1	101	11	-2	2	26	-17	98	-0.3	-1	0.7
C=CCNC(=S)Nc1ccc(Cl)c(S(=O)(=O)N2CCOCC2)c1	100	1	1	7	6	7	92	-0.2	-1	0.9
Cn1c(N)c(N2CCCCC2)c(=O)n(CC(=O)Nc2ccc(Cl)c(Cl)c2)c1=O	96	5	1	-1	21	-8	103	-0.2	-9	0.8
COc1ccc(OC)c(NC(=O)COC(=O)C2CCN(C(=O)c3ccc(Cl)cc3)CC2)c1	92	14	4	0	-5	-5	98	-0.1	-14	1
CCOC(=O)c1c(CC(C)C)csc1NC(=O)C(C)C	107	-4	3	0	14	-4	100	-0.1	-15	0.9
N/C(=N\OC(=O)CCC1CCCCC1)c1cccc([N+](=O)[O-])c1	108	-2	2	-3	19	-24	103	0.2	-3	0.8
CC(=O)CC(=O)Nc1ccc(Nc2ccccc2)cc1	107	-4	0	-7	13	-2	106	-0.5	3	0.9
Cc1ccc(S(=O)(=O)CCC(=O)OCC(=O)c2c[nH]c3ccccc23)cc1	105	-3	-3	7	7	-22	94	-0.6	9	0.9
COCCNC(=O)CS(=O)Cc1nc(-c2ccc(Cl)cc2)oc1C (configuration not stated)	90	21	2	1	6	0	99	0.0	3	0.9
Cc1ccnc(NC(=O)CS(=O)(=O)Cc2ccccc2)c1	105	-4	13	-7	6	24	107	0.1	-4	0.9
COc1cccc(OC)c1C(=O)NC(=S)NCc1ccco1	97	8	4	9	5	6	91	-0.1	6	0.9
CN(C)c1ncc(C(=O)O)cn1	92	15	6	11	13	-17	90	-0.3	-4	0.9
COc1ccc(CCNC(=O)c2ccc(CN3CCOCC3)cc2)cc1	97	4	4	-7	-1	-3	105	-0.3	9	1
CCc1ccc2nc(NC(=O)c3cc(C)on3)sc2c1	95	12	2	-36	-6	-82	133*	-0.2	-6	1.1
CCC(C)(C(=O)NC1CCCCC1)N(C)C(=O)c1ccc2c(c1)OCO2 (configuration not stated)	100	-3	6	5	-2	-2	95	0.0	-26	1
Cc1ccc(C(=O)NC(=S)Nc2ccc(N3CCOCC3)cc2)cc1	94	12	10	-1	41	4	100	-0.1	4	0.6
O=C(NC(Cc1c[nH]c2ccccc12)C(=O)Nc1ccc(OC(F)(F)F)cc1)c1cccs1 (configuration not stated)	106	-4	12	7	19	-21	94	-0.4	0	0.8

# 3 structures already listed, sorted by SMILES length, smallest number first.
mol	STAT3 act	STAT3 blocker	G6PDH counter	STAT1 inh	Diaph inh CS	APP transl inh	STAT1 activator	Hsp70 activator	TLR4-MyD88 BLA	Diaphorase act
CC(=O)CC(=O)Nc1ccc(Nc2ccccc2)cc1	107	-4	0	-7	13	-2	106	-0.5	3	0.9
CCc1ccc2nc(NC(=O)c3cc(C)on3)sc2c1	95	12	2	-36	-6	-82	133*	-0.2	-6	1.1
COc1ccc(CCNC(=O)c2ccc(CN3CCOCC3)cc2)cc1	97	4	4	-7	-1	-3	105	-0.3	9	1

# Following part
mol	STAT3 act	STAT3 blocker	G6PDH counter	STAT1 inh	Diaph inh CS	APP transl inh	STAT1 activator	Hsp70 activator	TLR4-MyD88 BLA	Diaphorase act
CCCn1c(NC(=O)c2ccc(Br)cc2)nc2ccccc21	134*	-35	-4	-13	0	-5	112	0.0	14	1
O=C1CCc2cc(S(=O)(=O)NCCC(=O)NC3CCN(Cc4ccccc4)CC3)ccc2N1	98	5	-3	-4	6	6	104	-0.3	-12	0.9
COc1ccccc1NC(=O)C1=C(C)NC(=O)NC1c1cc(C)cs1 (configuration not stated)	100	4	-2	15	12	-5	87	-0.4	-8	0.9
Cc1ccc(-c2nn(-c3ccccc3)cc2C(=O)OCC(=O)Nc2ncc(Cl)cc2Cl)cc1	98	5	8	6	14	1	95	-0.5	6	0.9
Cn1cccc1/C=N/NC(=O)c1cc(-c2cccs2)nc2ccccc12	102	2	10	0	9	47*	100	-0.6	-2	0.9
Cc1ccc2nc(-c3ccncc3)c(Nc3ccccc3)n2c1	102	-5	16	-4	5	10	104	-0.4	-8	0.9
CCC(C)[C@@H](N)C(=O)N/N=C/c1ccc2ncccc2c1 (some centres not stated)	106	-4	9	-2	10	-16	102	-0.3	-5	0.9
